# DAX1 inh-1: inhibits human nuclear receptor DAX1; P51843; HEK293 Gal4-DAX1 luciferase reporter, luminescence; inhibition, % at 6.75 µM; 340,000 compounds, 0.99% hits; AID 504766;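 active means inhibition above the mean over all tested compounds plus 3 SD, cut at about 4.2% in these data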;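 further: 0% = DAX1-transfected cells with DMSO and 100% = empty-vector control cells with DMSO; inhibition shows as a rise in luminescence from relieved DAX1 repression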
# Target sequence (P51843 207-470 limits assumed): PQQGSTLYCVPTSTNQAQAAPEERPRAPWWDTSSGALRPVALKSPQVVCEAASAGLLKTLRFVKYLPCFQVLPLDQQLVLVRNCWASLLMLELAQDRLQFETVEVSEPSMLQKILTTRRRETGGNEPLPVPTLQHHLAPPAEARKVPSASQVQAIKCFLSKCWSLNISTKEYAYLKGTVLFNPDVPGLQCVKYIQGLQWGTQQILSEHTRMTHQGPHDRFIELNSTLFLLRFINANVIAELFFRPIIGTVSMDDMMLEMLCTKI
# ADAM10 inh: inhibits human ADAM10. recombinant ADAM10, EDANS/DABCYL FRET peptide cleavage, 3 h. 370,000 compounds, 0.62% hits. inhibition, % at 7 µM;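 active means inhibition above a per-campaign cutoff equal to the mean of compounds falling between control-based bounds plus 3 SD, cut at about 20% in these data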;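 further: 0% = DMSO wells while the 100% control is not disclosed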
# Target sequence (O14672 214-748 limits assumed): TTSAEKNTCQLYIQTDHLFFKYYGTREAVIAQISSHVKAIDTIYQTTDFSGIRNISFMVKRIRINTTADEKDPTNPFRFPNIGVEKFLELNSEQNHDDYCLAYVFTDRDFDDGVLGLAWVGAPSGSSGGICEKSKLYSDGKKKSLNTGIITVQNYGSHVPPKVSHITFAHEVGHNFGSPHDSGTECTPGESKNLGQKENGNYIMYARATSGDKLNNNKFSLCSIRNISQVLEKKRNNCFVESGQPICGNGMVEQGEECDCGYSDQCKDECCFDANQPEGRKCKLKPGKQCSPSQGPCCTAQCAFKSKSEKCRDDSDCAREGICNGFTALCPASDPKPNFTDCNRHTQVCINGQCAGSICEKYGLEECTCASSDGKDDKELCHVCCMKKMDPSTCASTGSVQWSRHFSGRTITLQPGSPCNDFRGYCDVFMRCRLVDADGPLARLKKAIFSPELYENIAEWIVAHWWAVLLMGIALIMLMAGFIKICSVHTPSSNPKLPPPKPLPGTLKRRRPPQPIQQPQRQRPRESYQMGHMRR
# NPR1 activator: GC-A (human) enzyme activation; P16066; HEK293 GC-A cells, cGMP TR-FRET, EC30 ANP; 0% at EC30 ANP, 100% saturating ANP; activation, % at 10 µM; 370,000 compounds, 0.14% hits; AID 1671463; in the data active means activation above about 40%
# hcDAF-12 act: H. contortus DAF-12 activation, primary screen; activation, % at 6.8 µM; 370,000 compounds, 1.4% hits; HEK293 hcDAF-12 lit1-tk-luc reporter, luminescence; 0% DMSO, 100% Δ7-dafachronic acid; AID 652067;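 active means activation above the mean of all tested compounds plus 3 SD, cut at about 5.5% in these data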;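 further: 100% = response to 3 µM Δ7-dafachronic acid high control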
# PG9 Ab binder: PG9 antibody binding by small molecule; TR-FRET gp120-PG9 antibody binding; inhibition, % at 6.7 µM; 360,000 compounds, 0.43% hits; in the data active means inhibition above about 8.5%
# ADAM17 inh: inhibits human ADAM17; P78536; recombinant ADAM17, EDANS/DABCYL FRET peptide cleavage; inhibition, % at 6.95 µM; 370,000 compounds, 0.83% hits; AID 720648;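 active means inhibition above the mean of compounds lying between control limits plus 3 SD, set per campaign, cut at about 8.5% in these data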;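 further: 0% = DMSO-only wells as the low control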
# SMARCA2 activ: activators of SMARCA2 function; MG213 cells, MMTV-luciferase reporter, dexamethasone, overnight; activation, % at 9.1 µM; 370,000 compounds, 1% hits; AID 652017; in the data active means activation above about 7.8%;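 further: 0% = vehicle wells and 100% = reference activator wells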
# GAA850 FXN act: activators of GAA850 frataxin (FXN) promoter | activation, % at 6 µM | HEK293 lucGAA850 FXN promoter luciferase reporter, 24 h; percent of 10 µM SAHA response | 360,000 compounds, 0.56% hits;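 active means activation above the average of all compounds screened plus 3 SD, cutoff fixed separately per campaign, cut at about 7.5% in these data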;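 further: 0% = DMSO wells and 100% = 10 µM SAHA wells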
# ssDAF-12 act: S. stercoralis DAF-12 activation, primary screen; HEK293 ssDAF-12/GRIP1 lit1-tk-luc reporter, luminescence; % of 3 µM dafachronic acid response; activation, % at 6.8 µM; 370,000 compounds, 1% hits; AID 652126;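 active means activation above the mean over all tested compounds plus 3 SD, cut at about 0.9% in these data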;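 further: 0% = DMSO-only wells and 100% = 3 µM delta7-dafachronic acid wells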
# hgDAF12 agonist: activates the H. glycines DAF-12 receptor ligand-binding domain; HEK293 GAL4-hgDAF12 UAS-luciferase reporter, agonist luminescence; normalized to butyrate control; activation, % at 6.8 µM; 370,000 compounds, 1.8% hits;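 active means activation above a cutoff set at the mean of all screened compounds plus 3 SD, cut at about 10% in these data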;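 further: 0% = DMSO wells and 100% = sodium butyrate wells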
# DAX1 inh-2: blocks DAX1 repression of SF-1 activated StAR promoter | AID 652010 | 370,000 compounds, 1.1% hits | HEK293T StAR-luciferase reporter, SF-1/DAX-1 repression relief | inhibition, % at 6.8 µM;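 active means inhibition above the mean over all tested compounds plus 3 SD, cut at about 3.6% in these data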;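 further: 0% = DAX-1 cells with DMSO and 100% = cells lacking DAX-1 with DMSO; higher inhibition means more luminescence from relief of DAX-1 repression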
# The depositor's hits bear a star; i = inactive; x = no result given.
SMILES,DAX1 inh-1,ADAM10 inh,NPR1 activator,hcDAF-12 act,PG9 Ab binder,ADAM17 inh,SMARCA2 activ,GAA850 FXN act,ssDAF-12 act,hgDAF12 agonist,DAX1 inh-2
CCn1cc(C(=O)NCCC(C)C)c(=O)c2cc(F)c(N3CCN(C)CC3)cc21,-0.8,-134,7,-2.9,0.7,-52,-2,1.5,-1.0,-1.2,-0.4
CC1=C(C)CC(C(=O)Nc2cccc(Cl)c2)C(C(=O)O)C1 (stereo not given),-1.3,-7,0,-1.1,-1.9,-2,5,0.2,-1.0,-2.1,0.1
Cc1ccc(CN2C(=O)C(F)(F)Oc3ccccc32)cc1,x,-7,2,-1.3,-0.4,3,-3,0.7,-1.2,0.9,0.0
COc1cc(/C=C/C(=O)Nc2ccc(OC)c(S(=O)(=O)N3CCOCC3)c2)ccc1OC(F)F,-2.2,7,3,-5.8,-1.1,2,-6,-2.7,-2.7,-9.9,-5.8
CCCc1ccc(S(=O)(=O)N2CCN(C(C)C(=O)NCc3ccc(OC)cc3)CC2)cc1 (stereo not given),-0.1,2,-3,-2.8,-0.7,6,-3,-2.3,-1.7,-1.2,-1.5
Cc1ccc2c(c1)c(N=NC(N)=S)c(O)n2Cc1ccccc1,1.3,0,-3,-2.2,-4.2,2,-1,1.6,-1.3,-2.5,0.3
Cc1cc(Cl)ccc1OCCCC(=O)OCC(N)=O,-0.9,7,10,0.2,-1.5,-1,-4,2.0,-2.0,-1.8,0.0
COc1ccc(OCCSc2nc3nc(C)cc(C)n3n2)cc1,1.9,-4,-2,-1.2,-0.3,-1,0,-0.6,-2.2,-3.6,0.0
Cc1ccc2c(c1)[C@H]1[C@H](CO2)[C@H](c2ccccc2)[C@]2(C)C(=O)NCC(=O)N12,0.4,-10,0,-1.9,-0.1,-3,0,0.9,-1.1,-0.1,0.9
COc1ccc(C(C(=O)NCc2ccccc2)N(Cc2ccco2)C(=O)c2cnccn2)cc1 (stereo not given),-1.2,-3,-9,-1.3,0.1,-5,-3,-1.5,-1.2,-2.1,-0.3
Cc1cc(C)n(-c2nc(C)nc(N)n2)n1,0.2,6,0,1.4,0.1,-4,0,1.5,-1.6,-3.6,-0.1
Cc1cc(C)cc(NC(=O)C2CCCN(S(=O)(=O)c3c(C)noc3C)C2)c1 (stereo not given),1.1,3,-2,0.1,-0.2,-3,-3,3.6,-0.8,0.3,2.5
COc1cc(-c2noc(C)c2C#CCO)cc(OC)c1OC,-0.2,3,-13,2.1,1.6,1,-1,-0.4,-1.2,0.0,0.1
CCOc1ccc(NC(=O)C2CCC(CNc3c(N4CCCCC4)c(=O)c3=O)CC2)cc1 (stereo not given),4.1,-10,-2,-1.4,1.1,-8,-2,0.6,-1.5,2.1,-0.2
NC(=O)C1CCN(C(=O)c2ccc(CS(=O)(=O)c3c(Cl)cccc3Cl)o2)CC1,6.9*,-6,0,-1.3,0.0,-2,-1,-0.2,-0.9,3.5,0.1
COc1ccccc1C(=O)NCCSCc1c(F)cccc1Cl,-0.4,-2,-1,-1.0,-0.2,-3,1,3.4,-1.2,2.5,0.4
CC(C)n1c2ccccc2c2nnc(SCC(=O)OCN3C(=O)c4ccccc4C3=O)nc21,3.1,-8,2,1.7,1.0,-3,-1,-0.4,-1.4,2.6,0.8
COC(=O)C1(C(F)(F)F)N=C(N(C)C)OC(N(C)C)=N1,0.5,-4,2,0.8,-1.2,-2,1,-0.5,-0.7,1.1,-0.8
CC(=O)NC1=NN(C(C)=O)C(c2cccc([N+](=O)[O-])c2)S1 (stereo not given),-0.9,1,0,-0.7,-1.2,3,0,3.8,-1.1,0.4,0.0
COCCN(C(=O)COC(=O)c1cc2c(s1)CCCC2)c1c(N)n(Cc2ccccc2)c(=O)[nH]c1=O,1.3,-3,1,-0.8,1.8,-7,-3,0.1,-0.5,0.1,0.6
FC(F)(F)c1ccccc1/C=N/N1CCN(Cc2ccccc2)CC1,-0.2,-1,2,-0.9,-0.6,-3,1,1.2,-0.8,3.4,0.1
O=C1c2ccccc2C(=O)N1CCC(c1ccccc1)c1ccco1 (stereo not given),-2.4,3,-4,0.2,4.0,3,3,1.4,-1.0,-0.4,-0.1
CCCOC(=O)C(C)Sc1n[nH]c(=O)[nH]c1=O (stereo not given),1.2,2,0,-0.4,-1.5,-2,1,2.9,-1.1,-0.5,0.0
CC1CC(C)(C)CC2(C1)NC(=O)N(CC(=O)Nc1nccs1)C2=O (stereo not given),0.9,-3,0,0.0,0.5,-2,2,0.7,-1.3,1.1,-0.2
CCOC(=O)C1CCCN(CC(O)COc2ccc(OC)cc2C(C)(C)C)C1 (stereo not given),1.3,4,-2,-1.1,1.2,0,0,-1.0,-0.8,0.7,-0.9

# Brought forward from above: 2 entries; new compounds follow.
SMILES,DAX1 inh-1,ADAM10 inh,NPR1 activator,hcDAF-12 act,PG9 Ab binder,ADAM17 inh,SMARCA2 activ,GAA850 FXN act,ssDAF-12 act,hgDAF12 agonist,DAX1 inh-2
CC1CC(C)(C)CC2(C1)NC(=O)N(CC(=O)Nc1nccs1)C2=O (stereo not given),0.9,-3,0,0.0,0.5,-2,2,0.7,-1.3,1.1,-0.2
CCOC(=O)C1CCCN(CC(O)COc2ccc(OC)cc2C(C)(C)C)C1 (stereo not given),1.3,4,-2,-1.1,1.2,0,0,-1.0,-0.8,0.7,-0.9
NS(=O)(=O)c1cccc(NC(=O)COC(=O)CCC2CCCC2)c1,0.2,-4,-1,2.1,-2.1,-5,-1,1.2,-1.3,-1.8,-1.1
O=C(NP(=O)(N1CCOCC1)N1CCOCC1)C1=C(N2CCOCC2)/C(=C\c2ccccc2)CC1,-1.3,-22,1,1.6,0.8,-8,-4,1.1,-0.8,-1.6,-0.3
COc1ccccc1C(=O)C1CCCN(C(=O)CCn2cnnn2)C1 (stereo not given),0.2,-3,2,-0.9,-0.9,-2,0,2.8,-0.8,4.6,-0.2
CCN(CC)C(=O)Oc1cc2c(-c3cc4cccc(OC)c4o3)cc(=O)oc2cc1C,0.1,-16,0,1.4,-0.6,-3,-2,0.8,-0.7,0.7,0.2
COc1cc(NC(=O)c2[nH]c(C)c(C(C)=O)c2C)c(OC)cc1Cl,x,1,6,4.5,x,-3,x,x,-0.7,7.8,x
CCn1c(=O)cc(OCC(=O)NCCCN2CCN(c3cccc(Cl)c3)CC2)c2ccccc21,0.7,2,-12,-0.9,-1.6,0,-2,-0.8,-1.7,-1.9,-0.3
CCCCNC(=O)C1=C(N)C(C(=O)Nc2ccc(C)c(S(=O)(=O)N3CCCCC3)c2)SC1=Nc1ccc(C)cc1C (stereo not given),-0.9,40*,1,-0.2,-1.5,16*,1,-1.8,-1.8,-0.8,-0.5
COc1ccc(CC(=O)Nc2cc(S(=O)(=O)N3CCOCC3)ccc2N2CCOCC2)cc1OC,0.1,-18,1,0.5,0.1,-2,-1,1.0,-0.8,-2.1,0.3
O=C(COc1ccc(-n2cnnn2)cc1)Nc1ccc(F)c(F)c1,-0.4,-1,0,-1.2,-2.5,-2,-3,-0.5,-1.0,2.2,-0.9
Cn1c(=O)[nH]c(=O)c2c1nc(SCC(=O)O)n2CCOc1ccccc1,2.4,6,1,-0.4,-1.8,-4,1,2.7,0.9*,1.9,0.0
Cc1ccc(/C(N)=N/OC(=O)/C=C/c2ccccc2)cc1,0.5,5,7,0.2,-0.5,-3,2,0.7,-0.6,1.1,0.5
Cc1ccccc1CSCCC(=O)NCCc1ccccc1,0.6,-2,0,-0.1,0.4,-4,-3,1.4,-1.0,-2.1,1.4
CNC(=O)Nc1cc(C)nn1C,0.1,2,2,0.5,-1.9,-9,0,0.6,-1.0,-0.9,0.1
CC1CCN(C(=O)c2ccc(NC(=O)CC3SC(N4CCCC4)=NC3=O)cc2)CC1 (stereo not given),0.6,1,2,0.9,1.0,-3,-2,-0.5,-1.2,-0.7,2.2
O=C1CCCCCCCCCC/C(=N\O)CCCO1,x,-7,-3,-2.0,-1.1,-2,-1,0.0,-1.6,1.8,0.1
CC1=C(C(=O)OCC2CCCO2)C(c2ccccc2)C2=C(CC(C)(C)CC2=O)N1 (stereo not given),0.2,-350,-18,-0.9,0.7,-131,-1,-0.2,-1.4,-2.6,-0.8
C=CCN1C(=O)[C@H](CC(=O)NCCC(C)C)[C@@]2(C(=O)OCC)CCCC=C12,x,-7,4,0.4,x,-3,-2,x,0.5,-1.6,-0.1
Cc1cccc(-c2cc(N3CCCN(C)CC3)n3nccc3n2)c1,x,i,3,-1.3,-0.7,-154,-2,0.4,-1.1,0.1,-0.6
COC(=O)[C@]12C[C@H](CC(=O)NCCC(C)C)C(=O)N(Cc3ccccc3)C1=C[C@H](COCc1ccccc1)O[C@@H]2C,x,4,1,-1.3,x,-2,-2,x,-1.0,1.6,-0.7
Cc1ccc(O)c(N=CC2=C(O)c3ccccc3C2=O)c1,0.5,5,24,6.8*,18*,1,8.4*,3.9,0.0,6.5,2.6
CC1CCCC(C)N1C(=O)CSc1nc(N)c(-c2ccccc2)c(=O)[nH]1 (stereo not given),-0.6,0,4,-0.2,0.0,-5,-2,0.6,-1.3,-1.9,0.2
CCOc1cc(C(=O)Nc2ccc(S(=O)(=O)Nc3cc(C)on3)cc2)cc(OCC)c1OCC,1.9,9,-1,0.6,-2.2,2,4,-2.3,-1.2,-1.8,0.5
Cn1c(=O)c2c(nc(CN3CCN(c4ccccc4)CC3)n2CCCc2ccccc2)n(C)c1=O,x,1,-2,-1.8,0.8,-8,1,x,-0.5,-2.3,-0.5
CCc1ccc(CN(C)C(=O)C2=CC=CN3CCS(=O)(=O)N=C23)cc1,1.6,-74,-2,-0.7,-0.4,-32,0,-1.9,-1.1,5.5,-0.8
CC(C)NC(=O)c1ccc(CSCc2ccccc2Cl)o1,-1.8,3,1,-4.6,-3.8,1,-1,0.7,-2.1,-3.4,-1.1

# The results go on:
SMILES,DAX1 inh-1,ADAM10 inh,NPR1 activator,hcDAF-12 act,PG9 Ab binder,ADAM17 inh,SMARCA2 activ,GAA850 FXN act,ssDAF-12 act,hgDAF12 agonist,DAX1 inh-2
CCNC(=O)n1nccc1C(C)Oc1ccc(Cl)cc1 (stereo not given),1.3,1,4,-1.4,-0.4,-1,-1,0.2,-0.2,-1.0,-0.1
CCCNC(=O)Cc1ccsc1,-0.5,-10,1,-0.3,2.0,-2,-5,-0.5,-1.7,-0.6,0.6
COCCNC(=O)CSc1ccc(C)cc1,0.5,-2,-2,-0.5,-1.2,-3,-2,1.5,-0.9,1.0,0.0
O=C(CN(C(=O)CCC(=O)Nc1nccs1)c1cccc(F)c1)NCc1ccccc1,0.9,-5,-6,-1.6,-0.4,-3,-3,-0.4,-1.0,0.7,-0.4
CC(=O)c1cccc(NC(=O)CCc2nc3sc4c(c3c(=O)[nH]2)CCCC4)c1,0.0,-25,-3,-1.6,13*,-8,-1,0.4,-0.7,-2.9,-1.1
C=CCn1c(SCc2cc(C(=O)OC)c(C)o2)nnc1-c1ccncc1,-0.7,-13,1,-1.0,-0.6,-8,-2,-0.9,-1.6,-1.7,-0.2
CCn1c(CC(=O)Nc2ccccc2F)nnc1SCC(=O)NC1=NCCS1,-0.1,-15,2,-0.2,-0.2,-6,-6,-0.5,-0.8,-1.9,0.0
CCc1ccc(NC(=O)c2cc(C)no2)cc1,4.4*,0,2,0.7,-0.7,1,5,3.0,-0.8,5.0,0.5
